High-throughput results as filed in PubChem.
PfHsp90 yeast 2 – inhibits growth of yeast expressing Plasmodium falciparum Hsp90; inhibition, % at 9.4 µM; S. cerevisiae expressing PfHsp90, BacTiter-Glo ATP, 48 h; yeast lacking PDR1 and PDR3 efflux regulators; hit rate 0.32% among 310,000; AID 504621;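 active = every replicate shows inhibition above about 80%, whatever the replicate mean, limit read from the data; inconclusive = mean inhibition reaches the set limit but some replicate falls short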;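 note: 0% = DMSO neutral controls and 100% = 20 µM radicicol positive controls; yeast relying on Plasmodium falciparum Hsp90 in place of its own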
Cardiac RTF inh – cardiac RTF calcium desensitization; IANBD-labeled cardiac RTF, Ca2+ fluorescence; hit rate 0.12% among 340,000; inhibition, % at 7.15 µM; P19429+P45379;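 active = inhibition above the mean inhibition of all tested compounds plus 3 SD, cut at about 17% in these data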;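 note: assay run at fixed EC70 calcium of 1.6 mM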
CDK5 p35 inh – blocks human CDK5/p35 kinase activity; Q00535+Q15078; Recombinant CDK5/p35, ADP-Glo luminescence, 60 min; inhibition, % at 10 µM; hit rate 0.01% among 330,000;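 active = highest replicate inhibition of at least 50% and at least 75% of replicates reaching 50%; inconclusive = only one of the two criteria met; inactive = both criteria failed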;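 note: plate controls were DMSO neutral control for no effect and GW8510 at 10 µM for full effect; many of its hits are not listed in these tables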
Rtt109 HAT inh – C. albicans Rtt109 histone acetyltransferase inhibition | purified Rtt109/Vps75, ThioGlo CoA-SH fluorescence, 4 h | inhibition, % at 34.9 µM | hit rate 0.16% among 330,000 | AID 540336;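 active = inhibition of at least 50% in every replicate; inconclusive = best replicate reaches 50% inhibition but some replicates fall short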
Target sequence (Q5AAJ8 whole entry, looked up): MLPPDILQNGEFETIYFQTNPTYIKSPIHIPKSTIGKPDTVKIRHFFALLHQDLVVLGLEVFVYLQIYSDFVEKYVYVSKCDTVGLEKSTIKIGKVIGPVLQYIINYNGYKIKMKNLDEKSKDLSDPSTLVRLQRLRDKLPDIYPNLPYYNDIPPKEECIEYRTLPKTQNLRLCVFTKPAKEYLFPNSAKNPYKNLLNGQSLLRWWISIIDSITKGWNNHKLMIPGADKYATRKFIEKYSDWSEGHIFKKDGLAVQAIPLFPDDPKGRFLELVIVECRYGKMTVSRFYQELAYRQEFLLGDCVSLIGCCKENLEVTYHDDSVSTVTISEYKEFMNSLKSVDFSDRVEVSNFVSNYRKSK
cardiac RTF act – increases calcium sensitivity of human cardiac regulated thin filaments; P19429+P45379; IANBD-labeled TnC RTF fluorescence at EC20 calcium; 0% EC20 calcium, 100% full calcium; activation, % at 7.2 µM; hit rate 0.24% among 340,000;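 active = activation above the mean over all tested compounds plus 3 SD, cut at about 30% in these data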;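 note: rise in fluorescence read as greater calcium sensitivity of cardiac thin filaments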
NSD2 HMT inh – inhibitors of human histone methyltransferase NSD2 | O96028 | inhibition, % at 12.5 µM | hit rate 0.54% among 310,000 | NSD2 peptide methylation, AlphaScreen, 120 min; in the data active = inhibition above about 50%
PvdQ acylase – P. aeruginosa PvdQ acylase inhibition. purified PvdQ acylase, fluorescence plate reader. inhibition, % at 10 µM. hit rate 0.063% among 340,000. AID 488965; in the data active = inhibition above about 30%, passing the limit was not always enough; inconclusive = no clear call, values can overlap the other calls;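 note: 0% = vehicle neutral wells and 100% = reference inhibitor wells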
SUMO Mot1 rescue – blocks SUMOylation pathway, rescuing yeast Mot1-301 growth; S. cerevisiae Mot1-301 growth rescue, ATP luminescence, 38.5C; percent above DMSO median, 100 means doubled; growth rescue, % at 18.8 µM; hit rate 1% among 320,000; AID 2716;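 active = every valid replicate shows activation above 250% relative to neutral control wells; inactive = the rest, any valid replicate at or below 250%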;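 note: OY570 slx delta 5 strain wells were the positive control but not used for scaling; some compounds called inactive have numbers as strong as hits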
C-LANA FP – inhibitors of KSHV LANA C-terminal domain DNA binding | MBP-C-LANA/FAM-LBS DNA binding, fluorescence polarization | inhibition, % at 9 µM | hit rate 0.078% among 340,000 | AID 504423;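 active = highest replicate inhibition at or above 60% at 9 µM, even if other replicates fall short; inactive = all replicates below 60% inhibition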;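 note: 0% = neutral control wells and 100% = 4 µM acridine orange control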
Keap1-Nrf2 PPI – inhibitors of human Keap1-Nrf2 protein-protein interaction; Q14145; Keap1 Kelch-Nrf2 peptide fluorescence polarization, 1536-well; inhibition, % at 9.4 µM; hit rate 0.15% among 340,000; AID 504523; in the data active = inhibition above about 12%; inconclusive = no clear call, values can overlap the other calls; inactive = below about 7.3%;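 note: human Keap1 Kelch domain with fluorescein labeled Nrf2 9mer peptide probe; 0% = neutral control wells and 100% = peptide positive control; higher means more block of Keap1 binding to Nrf2 peptide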
Target sequence (Q14145 whole entry, looked up, the tested form may be a part): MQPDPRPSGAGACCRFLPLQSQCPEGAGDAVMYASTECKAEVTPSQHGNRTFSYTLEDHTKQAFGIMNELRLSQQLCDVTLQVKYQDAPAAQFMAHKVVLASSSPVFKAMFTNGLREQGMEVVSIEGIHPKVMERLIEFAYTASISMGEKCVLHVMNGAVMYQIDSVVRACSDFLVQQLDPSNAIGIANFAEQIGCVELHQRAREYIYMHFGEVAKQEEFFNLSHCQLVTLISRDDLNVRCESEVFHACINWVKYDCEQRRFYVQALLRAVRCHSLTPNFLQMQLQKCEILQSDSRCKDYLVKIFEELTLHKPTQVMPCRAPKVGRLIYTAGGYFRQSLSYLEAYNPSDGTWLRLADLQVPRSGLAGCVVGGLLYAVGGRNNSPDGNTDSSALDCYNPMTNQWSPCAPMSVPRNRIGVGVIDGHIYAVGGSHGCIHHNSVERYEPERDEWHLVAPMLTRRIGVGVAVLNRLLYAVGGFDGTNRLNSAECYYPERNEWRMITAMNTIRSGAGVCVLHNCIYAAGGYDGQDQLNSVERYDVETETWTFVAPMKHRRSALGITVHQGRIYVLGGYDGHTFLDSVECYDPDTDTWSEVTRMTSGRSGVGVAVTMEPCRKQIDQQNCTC
dFosB activator – activators of mouse delta FosB homodimer. activation, % at 25 µM. hit rate 0.99% among 340,000. purified delta FosB, TAMRA-CDK5 oligo fluorescence polarization; percent of positive-control signal above neutral wells. AID 493131;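 active = mean activation above about 17%, with every replicate also reaching it, limit read from the data, passing the limit was not always enough; inconclusive = only one of the two conditions met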;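 note: fluorescence polarization rise as delta FosB binds a TAMRA Cdk5 AP-1 oligo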
* marks the source's active call; other numbers are inactive results; ? = inconclusive; nt = no result given.

The first 3 compounds as a preview:
SMILES	PfHsp90 yeast 2	Cardiac RTF inh	CDK5 p35 inh	Rtt109 HAT inh	cardiac RTF act	NSD2 HMT inh	PvdQ acylase	SUMO Mot1 rescue	C-LANA FP	Keap1-Nrf2 PPI	dFosB activator
CCC(C)N(C(=O)Cn1nc(C)c([N+](=O)[O-])c1C)C1CCS(=O)(=O)C1 (stereo not given)	41	1	-0.1	9	2	10	-11	-5	2.2	-6	-9
O=C(Nc1ccc(Br)cc1Br)C1CC(=O)N(Cc2ccccc2)C1 (stereo not given)	7	-12	0.1	-1	-2	-5	5	1	-0.4	-2	-6
CC1CCC(NC(=O)CN(C)S(=O)(=O)c2cccc3cccnc23)CC1 (stereo not given)	13	-4	-0.4	1	-2	-3	1	6	0.1	2	0

The whole of this part (from the top)
SMILES	PfHsp90 yeast 2	Cardiac RTF inh	CDK5 p35 inh	Rtt109 HAT inh	cardiac RTF act	NSD2 HMT inh	PvdQ acylase	SUMO Mot1 rescue	C-LANA FP	Keap1-Nrf2 PPI	dFosB activator
CCC(C)N(C(=O)Cn1nc(C)c([N+](=O)[O-])c1C)C1CCS(=O)(=O)C1 (stereo not given)	41	1	-0.1	9	2	10	-11	-5	2.2	-6	-9
O=C(Nc1ccc(Br)cc1Br)C1CC(=O)N(Cc2ccccc2)C1 (stereo not given)	7	-12	0.1	-1	-2	-5	5	1	-0.4	-2	-6
CC1CCC(NC(=O)CN(C)S(=O)(=O)c2cccc3cccnc23)CC1 (stereo not given)	13	-4	-0.4	1	-2	-3	1	6	0.1	2	0
OC(COCc1ccccc1)CN1CCCC1 (stereo not given)	-1	-6	2.0	-8	2	7	-16	295	1.2	-7	0
COC(=O)[C@@H](NC(=O)NCc1ccccc1F)C(C)C	4	-4	2.9	nt	1	-5	-3	1	-0.5	0	6
Cc1ccc(NC2CCCN(C(=O)c3ccnc(Cl)c3)C2)cc1C (stereo not given)	-13	3	1.6	-2	0	-4	-10	0	-0.5	-1	-2
Cc1ccc(C(=O)NC(C)c2ccc(-n3ccnc3)cc2)o1 (stereo not given)	nt	-5	1.1	-2	-2	-1	-6	-10	-1.1	0	3
CCC(C)c1ccc(OCc2ccc(C(=O)OC)o2)cc1 (stereo not given)	-3	-7	-0.6	-15	2	-5	-14	6	1.4	2	-2
CCC(=O)NC(c1ccc(OC)c(OC)c1)c1cc(Cl)c2cccnc2c1O (stereo not given)	-35	-4	0.1	-2	7	nt	3	nt	-0.1	-5	0
CCOC(=O)C1CCN(C2CCN(C(=O)c3oc4c(F)cccc4c3C)CC2)CC1	9	-4	0.1	-12	6	1	-5	60	-2.3	0	3
CN(CC(=O)Nc1ccc(Cl)cc1)C(=O)CCc1nc2sc3c(c2c(=O)[nH]1)CCCC3	nt	-12	-0.9	-6	-13	0	5	-16	0.5	0	29*
CC(=O)Nc1ccc(S(=O)(=O)Nc2cccc(NC(=O)C(C)(C)C)c2)cc1	-3	-7	-1.1	10	-1	1	4	261	-2.7	0	4
COc1ccc(N2C(=NC(=O)C3CCCCC3)SC3CS(=O)(=O)CC32)c(OC)c1 (stereo not given)	20	12	0.7	-2	2	-2	-12	-2	-2.4	2	-18
CCCC(=O)N(CCN1CCOCC1)c1nc2c(OC)ccc(C)c2s1	-21	3	-0.4	-1	-2	-2	17	-2	1.1	0	-9
COc1cc(N)n(S(=O)(=O)c2ccc(C)cc2)n1	6	3	-1.4	3	-6	nt	-3	31	2.1	-1	3
O=C(CN1CCN(c2cccc(C(F)(F)F)c2)CC1)N(C1CC1)C1CCS(=O)(=O)C1 (stereo not given)	-26	-10	-5.9	-12	3	-3	-8	9	0.9	-5	-9
O=C(O)COc1ccc(NC(=O)c2ccc(NC(=O)c3ccco3)cc2)cc1	8	-4	0.7	0	-3	4	-7	5	-0.6	3	0
Oc1cccnc1CCc1ccccc1	17	-7	1.0	1	0	2	-13	-4	1.0	-6	-3
CS(=O)(=O)c1ccc(NC(=O)CCN2C(=O)C3CC=CCC3C2=O)cc1 (stereo not given)	nt	-4	-0.8	24	-2	1	2	49	1.1	4	4
COc1ccc(F)cc1S(=O)(=O)Nc1ccc(C)cc1	11	1	-1.3	0	0	-1	1	220	-1.2	2	-4
COc1ccc(N2CCN(S(=O)(=O)CCNC(=O)C3CCCCC3)CC2)cc1	5	-11	-0.3	-16	2	-3	-2	-10	-0.4	2	2
Cc1cccc(NC(=O)COc2ccc(-c3nn(C)c(=O)c4ccccc34)cc2)c1	-28	-2	-1.9	0	-2	-3	-4	8	1.0	3	-14
Cc1cc(NC(=O)c2ccc(C#N)cc2)n(-c2ccccn2)n1	-8	-10	-1.3	9	6	1	-13	150	2.1	2	-9
COc1ccc(NC(=O)COC(C)=O)cc1OC	-23	1	-1.4	5	1	-10	-18	7	-4.2	-20	-3
CC(C)NC1(C(N)=O)CCN(Cc2ccccc2)CC1	19	4	0.4	-1	-9	-3	-5	nt	-1.2	3	0
Cc1ccccc1NC(=O)c1sc(NC(=O)C2CC2)nc1C	9	-2	0.5	-4	2	2	-14	-20	12	28*	0
CCOC(=O)Nc1cccc(NC(=O)c2cc(OC)cc(OC)c2)c1	18	2	-0.8	1	0	37	1	-7	-1.5	0	1
COc1ccccc1-c1nnc(NC(=O)c2ccc(S(=O)(=O)N(C)C)cc2)o1	-6	-9	-0.7	0	-8	nt	3	57	-1.3	0	-6
O=C(NC1CCN(Cc2ccccc2)C1)c1cc(S(=O)(=O)N2CCOCC2)ccc1Cl (stereo not given)	23	2	1.5	6	-3	-3	-10	7	0.8	-1	-9
COc1cc2ccccc2cc1C(=O)N1CCCC(C(F)(F)F)C1 (stereo not given)	7	-2	-0.3	-16	-5	1	-4	4	-0.7	0	-8

Limited to SUMO Mot1 rescue and CDK5 p35 inh, for 5 of the compounds above:
canonical_smiles	SUMO Mot1 rescue	CDK5 p35 inh
CS(=O)(=O)c1ccc(NC(=O)CCN2C(=O)C3CC=CCC3C2=O)cc1 (stereo not given)	49	-0.8
Cc1cccc(NC(=O)COc2ccc(-c3nn(C)c(=O)c4ccccc34)cc2)c1	8	-1.9
O=C(CN1CCN(c2cccc(C(F)(F)F)c2)CC1)N(C1CC1)C1CCS(=O)(=O)C1 (stereo not given)	9	-5.9
O=C(O)COc1ccc(NC(=O)c2ccc(NC(=O)c3ccco3)cc2)cc1	5	0.7
COc1ccccc1-c1nnc(NC(=O)c2ccc(S(=O)(=O)N(C)C)cc2)o1	57	-0.7

A second format for part of the listing above:
mol: O=C(CN1CCN(c2cccc(C(F)(F)F)c2)CC1)N(C1CC1)C1CCS(=O)(=O)C1 (stereo not given)
  PfHsp90 yeast 2 = -26	Cardiac RTF inh = -10	CDK5 p35 inh = -5.9	Rtt109 HAT inh = -12	cardiac RTF act = 3	NSD2 HMT inh = -3	PvdQ acylase = -8	SUMO Mot1 rescue = 9	C-LANA FP = 0.9	Keap1-Nrf2 PPI = -5	dFosB activator = -9
mol: CC(C)NC1(C(N)=O)CCN(Cc2ccccc2)CC1
  PfHsp90 yeast 2 = 19	Cardiac RTF inh = 4	CDK5 p35 inh = 0.4	Rtt109 HAT inh = -1	cardiac RTF act = -9	NSD2 HMT inh = -3	PvdQ acylase = -5	SUMO Mot1 rescue = nt	C-LANA FP = -1.2	Keap1-Nrf2 PPI = 3	dFosB activator = 0

Other results
SMILES	PfHsp90 yeast 2	Cardiac RTF inh	CDK5 p35 inh	Rtt109 HAT inh	cardiac RTF act	NSD2 HMT inh	PvdQ acylase	SUMO Mot1 rescue	C-LANA FP	Keap1-Nrf2 PPI	dFosB activator
COc1ccc(CNS(=O)(=O)c2ccc3c(c2)CCN3C(=O)C2CC2)cc1	-21	7	-6.4	3	7	-3	-15	-10	0.8	-1	-8
Cc1ccc(C)c(NS(=O)(=O)c2cc(C(=O)N3CCCC3)ccc2Cl)c1	11	3	-0.5	5	5	-8	4	-18	-2.4	6	-5
CCN(CC)CCNC(=O)c1ccc(NC(=O)c2ccc(F)cc2F)cc1	2	2	-1.4	-5	-11	20	-15	-20	1.1	-7	-4
COc1cccc(-c2nc3n(n2)C(c2cccs2)C(C(=O)Nc2cccnc2)=C(C)N3)c1 (stereo not given)	14	2	-1.1	-1	-5	nt	-11	3	-2.7	-1	4
CCOC(=O)c1nc(NCc2ccccc2)sc1C	1	4	-0.1	-3	-7	4	-17	35	-0.2	-3	-2
COCCNc1nc(SC)nc2sc3c(c12)CCN(C)C3	2	-3	-0.6	-1	1	4	-1	-9	0.8	0	-5
O=C(O)c1ccccc1SCC(=O)N1CCc2ccccc21	8	-4	0.9	20	5	-3	-5	178	-1.2	5	-2
O=C1[C@H]2[C@@H](c3ccc(Cl)cc3)N3C(=O)N(c4cccc(Br)c4)C(=O)[C@@]3(Cc3ccc(Cl)cc3)[C@H]2C(=O)N1C1CCCCC1	-26	1	0.4	1	0	nt	-19	6	0.8	-4	?
Cn1cccc2[nH]c(=O)nc1-2	-3	-4	-0.2	-6	-2	-3	-9	-11	-0.2	-1	-3
Nc1nnc(CC(=O)N/N=C/c2ccc(-c3ccccc3Cl)o2)s1	-15	-11	1.1	8	-2	2	-1	nt	0.3	3	-5
CCOC(=O)Cn1nnnc1C(CC)N(Cc1ccccc1)Cc1cc2cc(C)ccc2[nH]c1=O (stereo not given)	-20	-7	0.3	24	1	-2	-13	-12	1.6	?	-4
COc1ccc(-n2nc(C(=O)N3CCC(C#N)CC3)c3c4ccccc4n(C)c3c2=O)cc1	1	-6	0.6	-5	1	nt	-8	4	0.2	-4	-3
Cc1cc2ncn(C(=O)c3c(-c4ccccc4)noc3C)c2cc1C	-15	-11	0.2	2	3	nt	-3	18	-0.8	-1	-6
CC(=O)NCCNC(=O)c1oc2ccccc2c1CSc1ncn[nH]1	19	-10	-1.9	2	-2	-2	-22	-15	-1.6	-6	-5
O=C(NCc1ccccc1)C1CCCN(c2cnccn2)C1 (stereo not given)	8	0	-4.0	-2	-1	-9	-5	2	0.5	-1	6
O=C(c1ccccc1Sc1ccc([N+](=O)[O-])cc1Cl)N1CCOCC1	1	2	-0.4	3	-1	0	-11	-13	0.0	-2	0
